Chronic BCR inh: inhibitors of chronic active B-cell receptor signaling. ABC-DLBCL IkBa-CBG/CBR reporter, luminescence ratio, 4 h. Potency, µM (top dose mostly 46.1 µM), for inactives: at the top dose ratio change, negative = lower green/red ratio, usual class: inhibitors. 340,000 compounds, 0.05% hits. AID 493014; active = well fitted inhibition curve with a large enough effect in the signal ratio, with a control signal flat, not every such curve was filed as active; inconclusive = small, poorly fitted or top-dose-only effect, or effect the other way, or a change in a side signal; the % refers to the signal ratio;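 note: potency is the fitted concentration of half-maximal effect; plate controls were basal doxycycline-induced cells for no effect and cells given 10 µM MG132 for full effect; MG132 reads +100%, hits lower the ratio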
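TMD8 ABC-DLBCL cells carrying doxycycline-inducible green luciferase fused to IkappaBalpha plus unfused red luciferase were exposed to compounds (up to 46 uM) for 4 hrs at 37C. Activity came from the overlap-corrected green/red luminescence ratio.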
Menin MLL FP TR: menin-MLL binding inhibition, Texas Red mutant peptide; O00255; 270,000 compounds, 0.23% hits; Menin + Texas Red MLL mutant peptide, fluorescence polarization; Potency, µM (titrated, usually from 61.6 µM), inactives show at the top dose FP activity change, negative = inhibition, most hits filed as inhibitors; AID 1768; active = well fitted inhibition curve with a large enough effect in the polarisation, with a control signal flat, not every such curve was filed as active; inconclusive = small, poorly fitted or top-dose-only effect, or effect the other way, or a change in a side signal; inactive = no such curve, though single readings can be large or run the other way; the % refers to the polarisation; note: potency is the fitted concentration of half-maximal effect; % of control where 0% means no effect; many of its hits are not listed in these tables
Giardia killer: Giardia lamblia killing; Giardia lamblia trophozoite viability; activity change, % at 7.66 µM, hits read low; 340,000 compounds, 0.15% hits; AID 540267; in the data active = activity change below about -80%; inconclusive = between about -30% and that limit;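 note: parasites exposed to compound for two days anaerobically before the ATP read; % is set by controls: 0 for no effect and ±100 for the full control effect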
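Giardia lamblia trophozoites (100 cells/well) were incubated with compounds for 48 h at 37 deg C under anaerobic conditions. Viability was read as ATP content by one-step luminescence after 15-30 min at room temperature.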
Coupling enz: coupling enzyme interference in Giardia aldolase counter-screen; AID 2472; 290,000 compounds, 0.67% hits; activity change, negative = inhibition, % at 58.2 µM, hits read low; coupling enzyme system counterscreen, AmpLite Red fluorescence; in the data active = activity change below about -30%; note: % is set by controls: 0 for no effect and ±100 for the full control effect
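Compounds tested against the coupling enzymes alone at 57.5 uM final; readout was AmpLite Red fluorescence (525/598 nm) after 20 min at RT.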
TSG101-PTAP inh: blocks PTAP/TSG101 interaction to inhibit HIV-1 budding | Potency, µM (titrated, usually from 115 µM), without a hit: top-dose activity change, negative = inhibition, hits mostly inhibitors | 340,000 tested, under 10 active | Fluorescence polarization, FITC-PTAP peptide / Tsg101 binding | Q99816; active = well fitted inhibition curve with a large enough effect in the main read-out, with a control signal flat, not every such curve was filed as active; inconclusive = small, poorly fitted or top-dose-only effect, or effect the other way, or a change in a side signal; inactive = no such curve, though single readings can be large or run the other way; note: potency is the fitted concentration of half-maximal effect; % of control where 0% means no effect
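Fluorescence anisotropy tracks displacement of a FITC-tagged PTAP peptide (50 nM) from the Tsg101 binding domain (10 uM), following a 20 min room-temperature incubation at pH 7.5.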
Integrin act MD: integrin-mediated muscular dystrophy alleviation activation. alpha7betagal myoblasts, beta-gal FDG fluorescence, 48 h. Potency, µM (highest dose often 38.3 µM), inactives show at the top dose activation, hits mostly activators. 350,000 compounds, 0.064% hits. AID 624291;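 note: potency is the fitted concentration of half-maximal effect; 100% = response of the positive control SU9516; nearly all actives have a fitted effect of over 60% in size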
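Alpha7betagal+/- myoblasts (passage 13) were plated 16-24 hr, then exposed to compounds (1:260 dilution of DMSO stock) for 48 hours at 37C. After MPER lysis, β-galactosidase reporter activity was read as FDG fluorescence (ex 480/em 540) after 30 minutes.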
PKM2 act: increases activity of human pyruvate kinase M2; P14618; purified PKM2, Kinase-Glo ATP luminescence, activation; response scale: 0% is enzyme alone, no compound; Potency, µM (series often up to 57.5 µM), for the others: at the highest dose activation, most hits filed as activators; 260,000 compounds, 0.34% hits; AID 1631; note: potency is the fitted concentration of half-maximal effect; % is set by controls: 0 for no effect and ±100 for the full control effect; nearly all actives have a fitted effect of over 55% in size
Target sequence (P14618 whole entry, looked up): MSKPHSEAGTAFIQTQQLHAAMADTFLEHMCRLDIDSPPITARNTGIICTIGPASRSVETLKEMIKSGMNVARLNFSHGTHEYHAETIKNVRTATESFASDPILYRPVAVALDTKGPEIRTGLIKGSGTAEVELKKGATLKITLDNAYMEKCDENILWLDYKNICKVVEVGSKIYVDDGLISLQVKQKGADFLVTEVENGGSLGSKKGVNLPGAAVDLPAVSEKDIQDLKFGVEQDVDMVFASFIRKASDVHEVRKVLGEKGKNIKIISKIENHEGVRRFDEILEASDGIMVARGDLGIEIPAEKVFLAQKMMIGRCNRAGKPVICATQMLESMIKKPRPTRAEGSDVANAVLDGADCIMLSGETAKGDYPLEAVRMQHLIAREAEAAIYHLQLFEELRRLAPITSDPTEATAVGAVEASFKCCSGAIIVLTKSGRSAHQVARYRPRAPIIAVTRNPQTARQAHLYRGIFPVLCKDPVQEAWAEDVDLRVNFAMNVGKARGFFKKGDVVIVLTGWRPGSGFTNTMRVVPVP
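Kinase-Glo luminescence reports ATP generated from ADP (0.1 mM) and PEP (0.5 mM) by purified hPK-M2 after 1 h at room temperature, pH 7.2 imidazole buffer; intermediate enzyme activity allows detecting inhibitors and activators.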
B2AR arrestin: agonists driving beta-arrestin recruitment to human beta2-adrenergic receptor; beta-arrestin recruitment to beta2AR, cell-based reporter; 330,000 compounds, 0.02% hits; P07550; Potency, µM (titrated, usually from 46.1 µM), for the others: at the top dose activation, hits mostly activators;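 note: potency is the fitted concentration of half-maximal effect; 0% = DMSO controls and full agonism = EC100 isoproterenol or metaproterenol; nearly all actives have a fitted effect of over 65% in size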
Target sequence (P07550 whole entry, looked up): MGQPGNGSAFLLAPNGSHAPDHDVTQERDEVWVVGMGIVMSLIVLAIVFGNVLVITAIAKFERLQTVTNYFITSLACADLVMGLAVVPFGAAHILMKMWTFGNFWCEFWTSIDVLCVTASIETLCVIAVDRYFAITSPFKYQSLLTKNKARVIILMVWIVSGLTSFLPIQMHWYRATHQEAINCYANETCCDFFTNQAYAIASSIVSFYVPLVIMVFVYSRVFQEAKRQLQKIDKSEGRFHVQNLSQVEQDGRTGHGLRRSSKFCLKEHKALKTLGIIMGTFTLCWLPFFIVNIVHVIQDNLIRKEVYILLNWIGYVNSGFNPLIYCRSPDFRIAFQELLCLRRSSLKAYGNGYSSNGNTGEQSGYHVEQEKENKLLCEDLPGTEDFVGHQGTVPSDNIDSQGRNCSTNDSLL
Tb PFK block: blocks T. brucei phosphofructokinase; T. brucei PFK, ADP-Glo luminescence; O15648; 330,000 compounds, 0.17% hits; Potency, µM (highest dose often 57.5 µM), for inactives: at the top dose activity, negative = inhibition, hits mostly inhibitors;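 note: potency is the fitted concentration of half-maximal effect; 0% = uninhibited 1x PFK enzyme wells and -100% = no-enzyme wells; nearly all actives have a fitted effect of over 60% in size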
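1.25 nM PFK with 0.5 mM F6P and 0.1 mM ATP in 0.1 M TEA pH 8.0, 5 mM MgCl2, incubated 45 min at room temperature; ADP measured by ADP-Glo luminescence; compounds titrated up to 57 uM.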
GALK inhibitor: galactokinase (human) inhibition; Purified GALK, Kinase-Glo residual ATP luminescence; Potency, µM (titrated, usually from 57.5 µM), for the others: at the top dose activity change, negative = inhibition, most hits filed as inhibitors; 270,000 compounds, 0.007% hits; note: potency is the fitted concentration of half-maximal effect; % is set by controls: 0 for no effect and ±100 for the full control effect
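GALK at 5 nM final was combined with compound, 35 uM ATP and 100 uM galactose in HEPES pH8.0 with MgCl2 and DTT. The reaction ran one hour at room temperature before luminescent ATP detection.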
ASM inhibitor: blocks human secretory acid sphingomyelinase. P17405. placental ASM, HMU-PC fluorogenic substrate, 60 min. Potency, µM (top dose mostly 57.5 µM), for the others: at the top dose activity change, negative = inhibition, most hits filed as inhibitors. 340,000 compounds, 0.006% hits. AID 504937; note: potency is the fitted concentration of half-maximal effect
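HMU-PC0 cleavage (9 uM final) by human placental ASM, 60 min at 37 °C following 10 min compound exposure at RT; stopped at pH 10, fluorescence Ex 386/Em 447 nm.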
* = called active by the depositor; ? = inconclusive; . = not tested or not shown; & = joins results of further samples; [ ] = remark or other dose. Unless noted, calls come from the whole dose curve; as a rule, active = well fitted curve in the direction sought with a large enough effect; inconclusive = small, poorly fitted or top-dose-only effect, or another doubt; inactive = no such curve, though single readings can be large; an effect the other way counts as inactive or inconclusive. Not all compounds are listed (hit frequency here may not be typical).

no. | Molecule | Chronic BCR inh | Menin MLL FP TR | Giardia killer | Coupling enz | TSG101-PTAP inh | Integrin act MD | PKM2 act | B2AR arrestin | Tb PFK block | GALK inhibitor | ASM inhibitor
1 | CC(C)(C)NC(=O)CCn1nc(-c2ccc(Cl)cc2)c2ccccc2c1=O | -7% | ? | 11 | 1 | -3% | 2% | . | 0.5% | 0% | 0% | -6%
2 | CC1CC(OC(=O)c2ccccc2C(=O)c2ccc(Cl)cc2)C(=O)O1 (stereo unspecified) | -10% | . | 15 | . | 2% | -20% | . | -0.7% | 5% | . | -1%
3 | CC(C)N(Cc1ccccc1)C(=O)CSc1nccn1C | 0% | -12% | 16 | -1 | 0% | 8% | 2% | -0.2% | 6% | -3% | 6%
4 | COc1ccc(Cl)cc1-c1nc(SCC(=O)N(C)C2CCS(=O)(=O)C2)n[nH]1 (stereo unspecified) | -21% | . | -10 | . | 0% | 0% | . | -0.3% | -2% | . | 1%
5 | C=CCN=c1scc(-c2ccccc2)n1/N=C/c1ccccn1 | -15% | -8% | -13&0 | 2 | -4%&0% | -31%&6% | -18% | -0.5% | 5% | 0% | -3%&2%
6 | CC(=O)c1cccc(Nc2nc(=O)c3cccnc3s2)c1 | -2% | 3% | 9 | 1 | -5% | -24%[7.66 µM] | 0% | 0.3% | -1% | 5% | -2%
7 | Cc1cccc(NC(=O)c2oc(=O)c3ccccc3c2-c2ccccc2)c1C | ? | -14% | 6 | 5 | 0% | -2% | 0% | 0.3% | 2% | 0% | -11%
8 | O=C(Nc1ccccc1N1CCN(C(=O)c2ccc(Cl)cc2)CC1)c1ccc(Br)cc1 | 17% | 3% | 18 | -5 | 0% | 16% | 2% | -0.1% | 0% | 0% | -7%
9 | COc1cc(NCc2ccccc2)c2ncn(C(C)C)c2c1 | ? | . | -17 | . | 0% | -12% | . | -0.9% | -1% | . | 5%
10 | COc1ccccc1C(=O)Nc1ccc(CN2CCCCC2)cc1 | 10% | -23% | 3 | 1 | -4% | 16% | 1% | 0.4% | 0% | -3% | 1%
11 | CCN(CC)S(=O)(=O)c1ccc2[nH]c(=O)cc(C(=O)N(C)C3CCS(=O)(=O)C3)c2c1 (stereo unspecified) | 0% | . | 0 | . | -4% | 6% | . | -0.2% | -4% | . | 6%
12 | CN(CC(=O)Nc1ccccc1Cl)C(=O)COC(=O)Cc1c(F)cccc1Cl | 4% | . | -11 | . | -1% | -40% | 6% | 0.2% | -8% | 7% | 2%
13 | CS(=O)(=O)c1ccc(Cl)c(S(=O)(=O)NCc2ccccc2)c1 | 0% | -4% | -23 | 1 | -6% | 12% | 1% | -0.6% | 1% | -1% | -2%
14 | CCC(=O)N1CCc2cc(S(=O)(=O)CCC(=O)Nc3nc(C)cs3)ccc21 | -7% | -4% | -11 | -1 | -6% | -41% | -1% | -0.6% | -2% | 0% | 0%
15 | CCOC(=O)c1cc(-c2ccccc2)sc1NC(=O)C(C)OC(=O)c1cccc(S(=O)(=O)N(C)C)c1 (stereo unspecified) | 0% | 3% | -7 | 2 | 2% | -7% | 2% | 0.1% | -1% | 1% | .
16 | CS(=O)(=O)N(CC(=O)N1CCCC1)Cc1ccc(Cl)cc1 | 0% | -10% | -20 | 2 | -11% | 2% | -3% | -0.4% | 8% | 2% | 9%
17 | Cc1ccc(NC(=S)N(CCN(C)C)C(C)c2ccco2)c(C)c1 (stereo unspecified) | 0% | . | 3 | -1 | -3% | 16% | -1% | -0.2% | -5% | -3% | 1%
18 | C#CCOCCOCCOCCNc1nc(N2CCN(C(=O)[C@H](CCCN=C(N)N)n3cc(C(N)[C@@H](C)CC)nn3)CC2)nc(N2CCN(C(=O)[C@H](CCC(=O)O)n3cc([C@@H](N)[C@H](C)CC)nn3)CC2)n1 (stereo partly specified) | 1% | . | -28 | . | -2% | 15% | . | -0.6% | -5% | . | 0%
19 | CCN(CC)C(=O)CSc1nc(C)cc(C)c1C#N | -1% | -2% | -28 | 0 | -5% | 17% | 10% | -0.4% | -6% | -4% | 14%
20 | C=CCOc1cccc(CNc2ccc3[nH]c(=O)[nH]c3c2)c1 | -9% | 0% | -7 | -1 | 1% | 0% | -4% | 0.2% | -8% | 8% | -1%
21 | Cc1cc(C(=O)Nc2c[nH]c(=O)[nH]c2=O)ccc1[N+](=O)[O-] | -7% | 22% | 0 | -1 | -1% | 2% | -12% | -0.3% | -1% | -1% | 4%
22 | COc1ccc(/C=C/C(=O)OCC(=O)N(C)c2c(N)n(Cc3ccccc3)c(=O)[nH]c2=O)cc1OC | -4% | . | -8 | . | 1% | 2% | . | -0.2% | 0% | . | 0%
23 | CCCCC(=O)Nc1ccc2c(c1)nc(CCNC(=O)c1ccco1)n2C | 9% | . | 40[activator] | . | 0% | -39% | . | 0.3% | 1% | 9% | 1%
24 | Oc1ccc(/C=N/Nc2nc(N3CCCC3)nc(N3CCCC3)n2)cc1O | ? | -7% | 13 | -7 | 1% | -14% | -12% | -0.4% | -13% | -3% | 33%[activator]
25 | CC(=O)c1ccc(OC(C)C(=O)OCC(=O)NCCc2ccccc2)cc1 (stereo unspecified) | 4% | . | 1 | . | -1% | -11% | . | 0.2% | -2% | . | 5%
26 | O=C(O)CCN1CCOCC1 | 10% | 17% | 6 | 4 | 0% | 7% | -3% | -0.1% | 0% | -1% | 3%
27 | CCn1nc(NC(=O)c2ccco2)c2cc3ccccc3nc21 | ? | -9% | 10 | -1 | -3% | 23% | -4% | -3.0% | 6% | 3% | 206%[activator]
28 | COc1nnc(-c2ccc(C)c(S(=O)(=O)N(C)C)c2)c2ccccc12 | -10% | -3% | -1 | 2 | -9% | -20% | -1% | -0.6% | 0% | 7% | 0%
29 | CCCCC1=CC2=CC(=O)C(C)(OC(=O)CC)C(=O)C2=CN1C1CCCCC1 (stereo unspecified) | 5% | -11%[11.7 µM] | 6 | -19&-24 | . | 23% | -7%[11.5 µM] | -0.2% | 2% | 4% | 60%[activator]
30 | O=C(Nc1ccc(S(=O)(=O)N2CCN(Cc3ccccc3)CC2)cc1)c1cnccn1 | -5% | -6% | -1 | 1 | -2% | -46%[inhibitor] | -3% | -0.2% | 2% | 2% | -2%

Overlap with the part before: 3 compounds, followed by the next part.
no. | Molecule | Chronic BCR inh | Menin MLL FP TR | Giardia killer | Coupling enz | TSG101-PTAP inh | Integrin act MD | PKM2 act | B2AR arrestin | Tb PFK block | GALK inhibitor | ASM inhibitor
28 | COc1nnc(-c2ccc(C)c(S(=O)(=O)N(C)C)c2)c2ccccc12 | -10% | -3% | -1 | 2 | -9% | -20% | -1% | -0.6% | 0% | 7% | 0%
29 | CCCCC1=CC2=CC(=O)C(C)(OC(=O)CC)C(=O)C2=CN1C1CCCCC1 (stereo unspecified) | 5% | -11%[11.7 µM] | 6 | -19&-24 | . | 23% | -7%[11.5 µM] | -0.2% | 2% | 4% | 60%[activator]
30 | O=C(Nc1ccc(S(=O)(=O)N2CCN(Cc3ccccc3)CC2)cc1)c1cnccn1 | -5% | -6% | -1 | 1 | -2% | -46%[inhibitor] | -3% | -0.2% | 2% | 2% | -2%
31 | NS(=O)(=O)c1cccc(NC(=O)c2ccc(NS(=O)(=O)c3cccc([N+](=O)[O-])c3)cc2)c1 | -7% | . | 26 | . | -9% | 21% | . | 0.3% | 5% | . | -2%
32 | COc1ccc(NC(=O)N(C)C[C@H]2Oc3c(NC(=O)C4CCCCC4)cccc3C(=O)N([C@H](C)CO)C[C@@H]2C)cc1 | ? | . | 28 | . | 0% | -19% | . | -0.6% | -3% | . | -3%
33 | CCC1(C)Cc2ccccc2C(Nc2c(C)n(C)n(-c3ccccc3)c2=O)=N1 (stereo unspecified) | -4% | 0% | 3 | 0 | -1% | 19% | -7% | 0.2% | -18% | 4% | -2%
34 | COc1cc2c(c(O)c1OC)-c1c(cc(OC)c(OC)c1O)[C@@H](OC(=O)c1ccccc1)[C@@](C)(O)[C@@H](C)[C@@H]2OC(C)=O | -4% | . | . | 1 | . | . | -5% | -0.2% | 0% | 3% | .
35 | O=C1OC(c2cccs2)=N/C1=C/c1ccc(-c2cccc(C(=O)O)c2)o1 | 0% | 34%[activator] | -11 | 1 | ? | 34% | 3% | 0.1% | ? | 6% | 2%
36 | O=C(NCCCN1CCCC1)c1ccc(CS(=O)(=O)c2ccc(Br)cc2)o1 | 25% | -10% | -3 | 0 | -6% | -1% | 8% | -0.4% | 2% | 3% | 0%

Screening data: PubChem BioAssay, National Center for Advancing Translational Sciences (NCATS)
